High-throughput results as filed in PubChem.
GLS inh – inhibitors of human glutaminase (GLS) | 410,000 tested, 0.21% active | AID 624170 | GLS enzymatic activity, qHTS titration | Potency, µM (highest dose often 45.5 µM), for the others: at the top dose activity change, negative = inhibition, usual class: inhibitors; note: potency is the fitted concentration of half-maximal effect; % is set by controls: 0 for no effect and ±100 for the full control effect
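Two-point fluorescence kinetic (t0, 30 min RT) for hKGA; glutamate detected via glutamate oxidase–HRP–Amplex Red. Substrate: 1 mM L-glutamine solution; buffer 45 mM KH2PO4, pH 8.2.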
HP1b chromo inh – blocks HP1-beta chromodomain binding to methylated histone tails. Potency, µM (highest dose often 114 µM), for the others: at the highest dose activity change, negative = inhibition, most hits filed as inhibitors. AlphaScreen HP1-beta / biotin-H3K9me3 peptide binding. 390,000 tested, 0.56% active. P83916. AID 540317; note: potency is the fitted concentration of half-maximal effect; nearly all actives have a fitted effect of over 70% in size; inactives centre near 23
Target sequence (P83916 whole entry, looked up): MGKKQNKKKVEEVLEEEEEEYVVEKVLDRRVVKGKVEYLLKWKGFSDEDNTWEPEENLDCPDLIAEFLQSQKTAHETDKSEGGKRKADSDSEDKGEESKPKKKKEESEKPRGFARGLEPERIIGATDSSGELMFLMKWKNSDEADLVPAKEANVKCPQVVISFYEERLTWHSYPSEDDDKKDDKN
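HP1-beta protein (50 nM final) preincubated 30 min at room temperature with biotinylated H3(1-18)K9me3 peptide (50 nM) in PBS pH 7.4, 0.01% Tween-20, then compound added for 30 min. AlphaScreen streptavidin donor/nickel chelate acceptor beads (10 ug/mL final), 30 min dark, luminescence read.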
Pin1 inh – inhibitors of human Pin1 | Q13526 | Pin1 FP peptide displacement, HiFluor488, 10 min | Potency, µM (doses to about 115 µM), without a hit: at the top dose activity, negative = inhibition, actives largely listed as inhibitors | 390,000 tested, 0.009% active; active = well fitted inhibition curve with a large enough effect in the polarisation, with a control signal flat, not every such curve was filed as active; inconclusive = small, poorly fitted or top-dose-only effect, or effect the other way, or a change in a side signal; inactive = no such curve, though single readings can be large or run the other way; the % refers to the polarisation; note: potency is the fitted concentration of half-maximal effect; % is set by controls: 0 for no effect and ±100 for the full control effect
BAZ2B inh – blocks human BAZ2B; Q9UIF8; AlphaScreen BAZ2B-H3K14Ac peptide displacement; Potency, µM (doses to about 114 µM), for the others: top-dose activity change, negative = inhibition, usual class: inhibitors; 360,000 tested, 4.4% active; AID 504333; note: potency is the fitted concentration of half-maximal effect; % is set by controls: 0 for no effect and ±100 for the full control effect; nearly all actives have a fitted effect of over 60% in size
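BAZ2B (50 nM) with biotin-H3(5-23)K14Ac peptide (50 nM) in PBS pH 7.4, 0.01% Tween-20, preformed 30 min, then compound 30 min at room temperature; top concentration 110uM. AlphaScreen streptavidin donor/nickel chelate acceptor beads (10 ug/mL final), 20 min dark, signal read.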
JMJD2A Tudor inh – inhibitors of human JMJD2A Tudor domain. O75164. AlphaScreen JMJD2A-Tudor / H3K4me3 peptide binding. Potency, µM (series often up to 114 µM), inactives show at the top dose activity change, negative = inhibition, actives largely listed as inhibitors. 390,000 tested, 4.4% active; note: potency is the fitted concentration of half-maximal effect; % is set by controls: 0 for no effect and ±100 for the full control effect; nearly all actives have a fitted effect of over 50% in size
ERG-DNA inh – blocks human ERG Ets domain binding to DNA | P11308 | fluorescence polarization, His-ERG Ets domain / labelled DNA | Potency, µM (highest dose often 76.9 µM), for inactives: at the highest dose FP activity, negative = inhibition, hits mostly inhibitors | 370,000 tested, 0.028% active | AID 624246; active = well fitted inhibition curve with a large enough effect in the polarisation, with a control signal flat; inconclusive = small, poorly fitted or top-dose-only effect, or effect the other way, or a change in a side signal; inactive = no such curve, though single readings can be large or run the other way; the % refers to the polarisation;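 note: polarization taken with two DNA probes labelled with fluorescein and Texas red; potency is the fitted concentration of half-maximal effect; % of control where 0% means no effect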
Target sequence (P11308 whole entry, looked up, the tested form may be a part): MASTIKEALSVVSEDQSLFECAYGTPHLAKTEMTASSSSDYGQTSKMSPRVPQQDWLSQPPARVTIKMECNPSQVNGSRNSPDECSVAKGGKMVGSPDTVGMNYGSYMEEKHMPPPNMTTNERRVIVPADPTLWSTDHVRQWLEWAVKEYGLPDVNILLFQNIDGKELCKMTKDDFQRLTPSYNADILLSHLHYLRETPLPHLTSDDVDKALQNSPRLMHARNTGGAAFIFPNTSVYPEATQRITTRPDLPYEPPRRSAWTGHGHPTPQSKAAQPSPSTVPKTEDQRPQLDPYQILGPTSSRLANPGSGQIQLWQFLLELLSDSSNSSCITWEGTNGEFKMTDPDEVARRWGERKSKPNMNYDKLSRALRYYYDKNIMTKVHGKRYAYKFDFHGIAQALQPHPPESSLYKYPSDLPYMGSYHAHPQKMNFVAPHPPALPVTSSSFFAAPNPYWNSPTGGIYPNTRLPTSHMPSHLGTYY
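His-tagged ERG Ets domain (1 uM in the protein solution; 300mM KCl, 50mM Tris-HCl, 1mM EDTA, 1mM DTT, pH 7.5) received compound, then a probe mix of 5 nM fluorescein-DNA and 100nM Texas-615-DNA. Fluorescence polarization was read for both dyes.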
PGK inhibitor – inhibitors of T. brucei phosphoglycerate kinase | Potency, µM (doses to about 57.5 µM), without a hit: at the highest dose activity change, negative = inhibition, actives largely listed as inhibitors | P07378 | PGK/GAPDH coupled, Kinase-Glo luminescence, 60 min | 380,000 tested, 0.043% active; note: potency is the fitted concentration of half-maximal effect; % is set by controls: 0 for no effect and ±100 for the full control effect; nearly all actives have a fitted effect of over 60% in size
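Luminescent ATP detection (Kinase-Glo Plus) follows a 60-minute room-temperature incubation, with wells lacking PGK as controls. Buffer: 100 mM TEA (pH 7.6), 5 mM MgCl2, 0.01% Tween-20. Coupling enzyme GAPDH (100 nM final) supplies unstable 1,3-BPG in-well.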
PI4K2A block – PI4K2A (human) kinase inhibition. AID 1346378. purified PI4K2A, ADP-Glo luminescence, 1 h; stronger effect = lower value. activity change, negative = inhibition, % at 76.9 µM. 420,000 tested, 0.13% active. Q9BTU6; in the data active = activity change below about -50%; inconclusive = mostly about -30% to -49%;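 note: -100% = wells without enzyme as full effect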
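Compounds are screened against recombinant PI4K2A using PI as substrate and ATP, the latter dispensed at 300 microM. Reactions run one hour at ambient temperature before ADP-Glo detection; full inhibition defined by wells lacking enzyme.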
G9a block – blocks human histone lysine methyltransferase G9a | AID 504332 | Potency, µM (top dose mostly 102 µM), without a hit: at the highest dose activity, negative = inhibition, actives largely listed as inhibitors | 350,000 tested, 8.8% active | G9a H3K9 monomethylation, AlphaScreen, 2 h; note: potency is the fitted concentration of half-maximal effect; % is set by controls: 0 for no effect and ±100 for the full control effect; nearly all actives have a fitted effect of over 75% in size
Target sequence (Q96KQ7 913-1193 limits assumed): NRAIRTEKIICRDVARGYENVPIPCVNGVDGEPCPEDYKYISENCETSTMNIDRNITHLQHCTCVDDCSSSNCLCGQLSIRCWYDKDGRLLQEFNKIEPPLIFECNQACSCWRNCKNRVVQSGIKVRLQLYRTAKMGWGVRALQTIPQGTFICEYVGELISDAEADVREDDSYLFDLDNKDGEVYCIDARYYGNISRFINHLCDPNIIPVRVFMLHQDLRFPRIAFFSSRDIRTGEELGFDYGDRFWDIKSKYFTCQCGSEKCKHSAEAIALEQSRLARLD
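Compounds were preincubated with 20 nM G9a for 15 min, after which biotinylated H3K9 peptide (500 nM) and SAM (20 uM) started a 2 h room-temperature reaction. Monomethylated product was quantified by antibody-based AlphaScreen chemiluminescence.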
The depositor's hits bear a star; i = inactive; ? = inconclusive; / = not tested or not shown; & = joins results of further samples; [ ] = dose if it differs, or a comment. Unless noted, calls come from the whole dose curve; as a rule, active = well fitted curve in the direction sought with a large enough effect; inconclusive = small, poorly fitted or top-dose-only effect, or another doubt; inactive = no such curve, though single readings can be large; an effect the other way counts as inactive or inconclusive.

A first look, two compounds:
No.	BAZ2B inh	HP1b chromo inh	G9a block	JMJD2A Tudor inh	GLS inh	Pin1 inh	ERG-DNA inh	PI4K2A block	PGK inhibitor	mol
1	9%	4%	0%[59 µM]	-7%	5%	7%	-2%	8	-9%	COc1ccc(C(=O)Cn2nnc(-c3ccccc3NC(=O)C3CC3)n2)cc1
2	-2%	-4%	50µM*	-17%	-6%	0%	-2%	-16	-8%	Clc1ccc2nc(-c3ccc(Br)s3)cn2c1

This part in full, from the start:
No.	BAZ2B inh	HP1b chromo inh	G9a block	JMJD2A Tudor inh	GLS inh	Pin1 inh	ERG-DNA inh	PI4K2A block	PGK inhibitor	mol
1	9%	4%	0%[59 µM]	-7%	5%	7%	-2%	8	-9%	COc1ccc(C(=O)Cn2nnc(-c3ccccc3NC(=O)C3CC3)n2)cc1
2	-2%	-4%	50µM*	-17%	-6%	0%	-2%	-16	-8%	Clc1ccc2nc(-c3ccc(Br)s3)cn2c1
3	-2%	-1%	?	-11%	8%	4%	-3%	-5	-9%	CCN(CC)CCCN=C(C)C1=C(O)c2ccccc2C1=O
4	9%	51%[activator]	37%	11%	1%	7%	6%	-4	6%	Fc1ccc(CCNC(=S)Nc2ccc(F)c(Cl)c2)cc1
5	-30%	37%[activator]	6%[59 µM]	-8%	13%	-4%	-8%	-2	-2%	O=C(Nc1cccnc1)c1ccccc1O
6	-7%	-3%	22µM*	-2%	1%	22%	2%	-3	-1%	COc1cc(OC)cc(-c2nnc(SCC(=O)N3CCC(C)CC3)o2)c1
7	-2%	35%	22%	-12%	-7%	-5%	1%	3	i	CC1CCCC(NS(=O)(=O)c2cc(Br)cnc2N)C1C (centres undefined)
8	-18%	0%	-2%	-21%	5%	-3%	-4%	-51*	-7%	O=C(N=Nc1c(O)[nH]c2ccccc12)c1cc(NS(=O)(=O)c2cccs2)cc(NS(=O)(=O)c2cccs2)c1
9	1%	23%	7%[12.7 µM]	-3%	-9%	5%	-7%	4	-5%	CN(CC(=O)N1CCN(c2ccccn2)CC1)S(=O)(=O)c1ccc(Br)cc1
10	-11%	37%[activator]	6%[59 µM]	7%	0%	-4%	-3%	1	-7%	CN(C)S(=O)(=O)c1ccc(C(=O)NCCOc2ccc(F)cc2)cc1
11	?	5%	?	?	8%	4%	/	-3	-8%	CC(=O)C1=C(O)C(=O)N(CCCO)C1c1ccccc1 (centres undefined)
12	-18%	6%	12%[12.7 µM]	-17%	-1%	-9%	-12%	1	-7%	O=C(CSc1nc2ccccc2c(=O)[nH]1)N1CCN(S(=O)(=O)c2ccccc2)CC1

(cont.)
No.	BAZ2B inh	HP1b chromo inh	G9a block	JMJD2A Tudor inh	GLS inh	Pin1 inh	ERG-DNA inh	PI4K2A block	PGK inhibitor	mol
13	25µM*	22µM*	16µM*	1.8µM*	?	?	-2%	-7	-1%	CCN1C(=O)/C(=C2\SC(=S)N(NC(=O)c3ccccc3O)C2=O)c2ccccc21
14	28%	25%	?	-11%	1%	6%	-18%	-2	-9%	CCN(CC(=O)NCc1cccs1)C(=O)CCC(=O)c1ccc(F)cc1
15	11%	66%[activator]	1%[0.501 µM]	1%	-1%	-7%	0%	1	6%	CC(C)(C)OC(=O)N[C@H](C(=O)OC(C)(C)C)c1ccc2ccccc2c1
16	-1%	29%	17%[12.7 µM]	-1%	-7%	5%	-2%	23	-8%	CC(C)(C)C(=O)Oc1cc(N)n(S(=O)(=O)c2ccccc2)n1
17	-8%	3%	25%[59 µM]	-21%	9%	2%	-10%	-4	1%	O=S(=O)(Nc1ccc(-c2nnc(SCc3ccc(Cl)cc3)o2)cc1)c1ccccc1
18	-19%	13%	-3%[59 µM]	-31%	-6%	8%	4%	-5	-4%	Cc1ccc2oc(C(=O)N(Cc3cccc(F)c3)C3CCS(=O)(=O)C3)c(C)c2c1 (centres undefined)
19	-3%	32%	9%[59 µM]	-6%	4%	-6%	-3%	-12	-4%	Nc1ncnc2c1ncn2C1O[C@H](CO)[C@@H](O)[C@@H]1O (some centres undefined)
20	1%	41%[activator]	6%[59 µM]	10%	23%	1%	10%	0	i	O=C1CC(Nc2ccccc2)C(=O)N1CCc1ccccc1 (centres undefined)
21	-34%	57%[activator]	1%	-9%	-10%	7%	8%	-1	i	Cc1cccc(NC(=O)C(C)N2C(=O)C3C4CC(C(Br)C4Br)C3C2=O)c1 (centres undefined)
22	-1%	-14%	16%[59 µM]	-10%[11.4 µM]	0%	4%	6%	-7	-9%	O=C(CN1C(=O)C2CC=C(Cl)CC2C1=O)N1CCOCC1 (centres undefined)
23	1%	28%	2%	-4%	-3%	-1%	0%	1	-9%	Cc1ccc(S(=O)(=O)N2CCCCC2)cc1NC(=O)COC(=O)C1=COCCO1
24	?	11%	45µM*	?	18%	?	-7%	0	4%	N/C(=N\OC(=O)N1c2ccccc2Sc2ccccc21)c1ccccc1

(listing goes on)
No.	BAZ2B inh	HP1b chromo inh	G9a block	JMJD2A Tudor inh	GLS inh	Pin1 inh	ERG-DNA inh	PI4K2A block	PGK inhibitor	mol
25	2%	31%	3%[59 µM]	-5%	0%	10%	10%	-2	-6%	Cc1c(NC(=O)Nc2cccc(C(F)(F)F)c2)sc2nc3n(c(=O)c12)CCC(C)CC3 (centres undefined)
26	11%	37%	-11%[0.501 µM]	-3%	1%	-5%	5%	1	0%	CC(C(=O)N(C)C)N1c2cccc3cccc(c23)S1(=O)=O (centres undefined)
27	-5%	15%	-16%[2.33 µM]	-12%	2%	1%	-3%	-9	2%	CCCCOc1ccc(C(=O)N2CCCC2)cc1
28	29%	69%	21%[59 µM]	20%	-1%	0%	-12%	5	-9%	O=C(CSc1ncnc2sc3c(c12)CCCC3)c1ccccc1
29	-13%	-15%	?	-28%	15%	3%	1%	1	-9%	O=C1NC(=Nc2ccc(O)cc2)S/C1=C/c1ccco1
30	-3%	29%	?	-1%	-1%	-1%	-1%	1	-1%	O=C(Cc1cccc2ccccc12)Nc1cc(C(=O)O)cc(C(=O)O)c1
31	4%	24%	/	-5%	-8%	2%	-1%	1	-1%	Cc1cc(C)cc(NC(=O)N2c3ccccc3NC(=O)CC2C)c1 (centres undefined)
32	22%	?	?	-22%	14%	4%	5%	9	3%	Cc1cc(C)n2nc(C(=O)NCc3ccccc3)cc2n1
33	/	56%[activator]	29%[59 µM]	2%	2%	12%	-3%	-5	2%	CN(Cc1ccccc1)C(=O)CSc1c2c(nc3ccc(Cl)cc13)CCCC2
34	4%	72%[activator]	11%[59 µM]	19%	-3%	3%	-4%	-7	-3%	CC(=O)c1sc(-c2ccc(F)cc2F)nc1C
35	8%	4%	-6%	-17%	-1%	5%	-1%	-9	-3%	CC1(C)C(=O)Nc2ccccc2N1C(=O)COC(=O)COc1cccc(C(F)(F)F)c1
36	3%	23%[57 µM]	0%[59 µM]	-3%	4%	2%	-2%	-3	9%	COc1ccc(-c2nc3scc(CCNC(=O)Cc4ccc(F)cc4)n3n2)cc1

(cont.)
No.	BAZ2B inh	HP1b chromo inh	G9a block	JMJD2A Tudor inh	GLS inh	Pin1 inh	ERG-DNA inh	PI4K2A block	PGK inhibitor	mol
37	-1%	24%	-6%[12.7 µM]	-25%	30%	-13%	7%	-4&-1	-5%	COc1cc(CC(=O)O)ccc1O
38	-23%	41%[activator]	-25%	-12%	1%	-12%	-6%	2	i	Nc1c(C(=O)O)cnc2nc(N3CCOCC3)nn12
39	1%	19%	7%[59 µM]	-17%	-7%	5%	-11%	3	0%	Cc1ccc(C(C)C)c(OCC(=O)Nc2ccc(O)c(-c3nc4cc(Cl)ccc4o3)c2)c1
40	-21%	35%	-30%	-13%	16%	-3%	/	0	/	COC(=O)C1=C(C)NC(C)=C(C(=O)OC)C1c1ccccc1OCc1c(C)no[n+]1[O-]
41	10%	71%[activator]	18%[12.7 µM]	17%	-1%	1%	11%	5	2%	CCOc1ccc2c(c1)c(C(C)=O)c(C)n2-c1ccccc1
42	-27%	44%[activator]	-26%[59 µM]	-8%	0%	0%	0%	-4	-2%	COc1ccc(-c2nc(CSCC(=O)NCCc3ccc(OC)c(OC)c3)c(C)o2)cc1
43	-15%	14%	-27%[59 µM]	-4%	3%	15%	1%	5	0%	COc1ccc(NC(=O)Cn2cnc3ccc(S(=O)(=O)N4CCC(C)CC4)cc3c2=O)c(OC)c1
44	/	19%	/	-29%	0%	1%	-14%	-3	0%	CCOC(=O)[C@@H]1[C@H]2COc3cc(OC)ccc3[C@H]2N2C(=O)N(c3cccc(C)c3)C(=O)[C@]12C
45	-8%	37%	5%[12.7 µM]	-6%	-3%	-3%	-2%	2	-4%	CC(=O)N(C)c1ccc(NC(=O)c2ccccc2C(=O)O)cc1
46	-11%	39%[activator]	/	11%	2%	-7%	-6%	-2	-3%	O=C(NCCOc1ccc(F)cc1)C1CCC(=O)N(CC2CCCCC2)C1 (centres undefined)
47	-2%	45%[activator]	5%[59 µM]	-14%	7%	10%	-2%	-2	-2%	COc1ccc(/C=C/C(=O)Nc2nc(-c3cccs3)ns2)cc1
48	16%	57%[activator]	/	-10%	0%	-3%	16%	2	-6%	O=C(CCc1nnc(C2CCCCC2)o1)N1CCN(c2ccccc2F)CC1
49	3%	43%	50µM*	-13%	3%	7%	5%	0	i	CCc1ccccc1NC(=O)Nc1cccs1
50	9%	61%[activator]	-3%[59 µM]	-7%	1%	5%	-15%	4	-7%	CN(C)CCCN1C(=O)CSC1c1ccccc1 (centres undefined)
